Screening data: PubChem BioAssay, several laboratories
IL1B NFkB inh = blocks IL-1B driven NFkB nuclear translocation in HUVEC cells. HUVEC IL-1B NFkB p65 nuclear translocation imaging. inhibition, % at 2 µM. 94,000 compounds, 0.43% hits;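 active = inhibition above about 30% together with a positive call from visual inspection of the well image, limit read from the data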;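 also: nuclear over cytoplasmic p65 intensity ratio measured by imaging; 0% = IL-1B stimulated DMSO wells and 100% = unstimulated DMSO wells; values of inactives mirror those of a sister screen read the other way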
MRP resist rev = reverses drug resistance mediated by MRP. H69AR cells + 2 uM doxorubicin, CellTiter-Glo, 72 h. differential viability (reversal), % at 10 µM. AID 602. 85,000 compounds, 0.04% hits;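 active = viability drop by adding the cancer drug above about 55%, with treated viability meeting a 40% cutoff, limit read from the data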;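 also: viability without doxorubicin minus viability with 2 µM doxorubicin for each compound; larger differential means the compound sensitizes cells more to doxorubicin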
NFkB transloc pot = enhances IL-1B driven NFkB nuclear translocation; activation, % at 2 µM; HUVEC IL-1B NFkB p65 nuclear translocation imaging; 94,000 compounds, 0.3% hits; AID 819;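 active = activation above 40%, about the mean plus 3 SD, also judged a hit on visual image review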;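 also: percent activation is computed from the nuclear over cytoplasmic p65 intensity ratio; values of inactives mirror those of a sister screen read the other way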
Bcl-B displacement = displacers of TR3 peptide from Bcl-B, primary screen, selectivity assay for Bfl-1 inhibitor project, biochemical, fluorescence polarization; displacement, % at 20 µM; hits with a dose series show IC50 in µM; FP displacement of FITC-TR3 peptide from Bcl-B; higher % means a stronger effect; 96,000 compounds, 0.11% hits;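 active = displacement above 50% at 20 µM plus a fluorescence interference ratio under 1.5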;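 also: plate controls were wells without compound for no effect and wells lacking Bcl-B protein for full effect; a part of the inactive calls stands beside numbers as strong as those of hits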
PLAP inhibitors HTS = inhibition of human placental alkaline phosphatase – biochemical, luminescence, HTS (AID 690) | purified PLAP, luminescent substrate; higher % means a stronger effect | 96,000 compounds, 0.08% hits | inhibition, % at 20 µM, or IC50 in µM where a hit was titrated; in the data active = a potency from the dose series; inactive = the rest, 99 in 100 with inhibition below about 30%; also: strong numbers were not always called active
MRP resist rev cytotoxicity = recorded beside MRP resist rev, whose call it bears; viability, %; H69AR cells, CellTiter-Glo, 72 h; measured here: cytotoxicity without doxorubicin
MRP resist rev with doxorubicin = recorded beside MRP resist rev, whose call it bears; viability, %; measured here: viability with 2 uM doxorubicin; stronger effect = lower value
IL1B NFkB inh cell count 2 µM = further read-out of IL1B NFkB inh, marked with its call; cell count; measured here: cells passing quality filter;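 raw number of nuclei counted in each imaged well without normalization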
NFkB transloc pot cell count 2 µM = recorded beside NFkB transloc pot, whose call it bears; cell count; measured here: cells passing quality filter
Starred values were filed as active, the others as inactive; nt = no result given. Some of the compounds tested. The share of hits here may be higher or lower than overall.

SMILES	IL1B NFkB inh	IL1B NFkB inh cell count 2 µM	MRP resist rev	MRP resist rev cytotoxicity	MRP resist rev with doxorubicin	NFkB transloc pot	NFkB transloc pot cell count 2 µM	Bcl-B displacement	PLAP inhibitors HTS
O=C(NCc1ccco1)c1ccc(Cn2c(=O)c3ccccc3n(Cc3cccc(Cl)c3)c2=O)cc1	nt	nt	1	31	30	nt	nt	-15%	22%
CCCCC(=O)OCc1cn(-c2ccc(Cl)cc2)nn1	-9	227	nt	nt	nt	9	227	-2%	6%
O=C(O)c1cccc(CSc2ncccn2)c1	-1	136	2	89	87	1	136	-1%	3%
Cc1cc(C)cc(NC(=O)N2CCCC2C(=O)Nc2ccc(-n3cnnn3)c(C)c2)c1 (stereo not drawn)	11	187	-12	65	78	-11	187	-9%	-37%
COc1ccc(N2CCN(CC(=O)Nc3c(C)cc(C)cc3C)CC2)cc1	4	59	24	106	81	-5	59	7%	-32%
O=C1COc2cccnc2N1	-6	218	-11	89	100	6	218	-12%	-4%
CN1CCC(=NNC(=O)C(=O)Nc2ccccc2)CC1	-12	145	nt	nt	nt	12	145	6%	-4%
CCn1c(/N=C/c2c[nH]c3ccccc23)nc2ccccc21	-18	210	0	71	71	18	210	12%	-21%
CN(CCc1ccccn1)S(=O)(=O)c1ccc2c3c(cccc13)C(=O)N2	-1	145	8	75	67	1	145	-3%	-16%
O=C(Nc1ccc(Oc2ccccc2)cc1)C1CCCN(c2ncccn2)C1 (stereo not drawn)	8	209	-24	40	64	-8	209	3%	18%

Ordered by count of non-hydrogen atoms (smallest number first): part of the list above.
SMILES	IL1B NFkB inh	IL1B NFkB inh cell count 2 µM	MRP resist rev	MRP resist rev cytotoxicity	MRP resist rev with doxorubicin	NFkB transloc pot	NFkB transloc pot cell count 2 µM	Bcl-B displacement	PLAP inhibitors HTS
O=C(O)c1cccc(CSc2ncccn2)c1	-1	136	2	89	87	1	136	-1%	3%
CCCCC(=O)OCc1cn(-c2ccc(Cl)cc2)nn1	-9	227	nt	nt	nt	9	227	-2%	6%
COc1ccc(N2CCN(CC(=O)Nc3c(C)cc(C)cc3C)CC2)cc1	4	59	24	106	81	-5	59	7%	-32%

Further entries follow:
SMILES	IL1B NFkB inh	IL1B NFkB inh cell count 2 µM	MRP resist rev	MRP resist rev cytotoxicity	MRP resist rev with doxorubicin	NFkB transloc pot	NFkB transloc pot cell count 2 µM	Bcl-B displacement	PLAP inhibitors HTS
CC(C)c1ccc(N2CCN(C(=O)c3ccccc3NC(=O)/C=C\C(=O)O)CC2)cc1	1	168	nt	nt	nt	-1	168	1%	-58%
N#C/C(C(=O)NCc1ccco1)=C1/SC(Cc2ccc(F)cc2)C(=O)N1c1ccccc1 (stereo not drawn)	nt	nt	11	97	86	nt	nt	-2%	-12%
Cc1ccc2c(c1)nnn2C1CCN(CC(=O)N2CCN(c3ccc(F)cc3)CC2)CC1	-6	169	-4	79	83	6	169	2%	-69%
CN1C(=O)N(c2cccc3ccccc23)C(n2cncn2)C1(C)C (stereo not drawn)	-6	91	1	98	96	6	91	-6%	-8%
CC12CCC(C(=O)NCc3ccc4c(c3)OCO4)(OC1=O)C2(C)C (stereo not drawn)	17	105	2	98	97	-17	105	-4%	8%
Cc1cc(NC(=O)c2noc3c2CCc2ccccc2-3)no1	nt	nt	-6	95	101	nt	nt	0%	-2%
Cc1cc(C(=O)NCC(C)C)c2ccccc2n1	3	176	nt	nt	nt	-3	176	-2%	1%
O=c1/c(=C\c2ccc3c(c2)OCO3)sc2n1CCCN=2	4	141	5	70	66	-4	141	1%	15%
CC(=O)Nc1cccc(NC(=O)CSc2ncc(-c3ccc(Cl)cc3)n2Cc2ccco2)c1	-10	110	-2	78	80	10	110	-4%	-78%
CCCCNC(=O)N1CCOCCOCCN(C(=O)NCCCC)CCOCC1	nt	nt	14	95	82	nt	nt	-5%	9%
Cn1cccc1C(=O)OCC(=O)c1cc2ccccc2o1	12	92	0	94	94	-12	92	-57%	11%
O=C(CC1Oc2ccccc2NC1=O)NCCc1ccccc1 (stereo not drawn)	6	152	-11	102	113	-6	152	5%	-1%
Fc1ccccc1OCCSc1nnnn1-c1ccccc1	-15	93	2	95	93	15	93	-2%	16%
O=C(CCC1N=C2c3ccccc3N=C(SCc3ccccc3Cl)N2C1=O)NCc1ccco1 (stereo not drawn)	-7	92	nt	nt	nt	7	92	-4%	-12%
Cc1cc(C(=O)N2CCCCCC2)cs1	8	145	0	104	104	-8	145	-1%	0%
Cc1ccc(C2=N/C(=C\N(C)C)C(=O)O2)cc1	-1	182	nt	nt	nt	1	182	-2%	13%
CCOC(=O)N1CCC(N2C(=O)c3ccccc3C2Nc2ccccc2)CC1 (stereo not drawn)	4	211	1	72	71	-4	211	39%	-58%
CCC(=O)Nc1nonc1-c1nc2ccccc2n1Cc1ccccc1	15	88	-6	66	73	-15	88	-20%	-30%
COc1ccccc1-c1cn(S(=O)(=O)c2ccc(C)cc2)nc1N	22	107	-3	80	83	-22	107	2%	19%
COc1ccc(CCNC(=O)C2CC(c3ccccc3[N+](=O)[O-])=NO2)cc1 (stereo not drawn)	-14	115	nt	nt	nt	15	115	-10%	14%
CCc1ccccc1S(=O)(=O)Cc1ccc(C(=O)NCc2ccc3c(c2)OCO3)o1	3	71	7	95	88	-3	71	-1%	12%
O=C(CN(Cc1ccc(F)cc1)C(=O)Cn1nnc2ccccc21)NCC1CCCO1 (stereo not drawn)	12	162	13	105	92	-12	162	nt	nt
COC(Cc1n[nH]c(=S)n1-c1ccccc1)OC	9	198	nt	nt	nt	-9	198	1%	12%
Cc1nn(-c2ccccc2)c(Cl)c1C(=O)OC(C)C(=O)NC(=O)NC1CCCCC1 (stereo not drawn)	-4	183	-8	80	87	4	183	-6%	-50%
CCn1c(-c2ccccc2Cl)nn(CC(=O)Nc2ccc(OC)cc2)c1=S	-17	153	nt	nt	nt	17	153	-27%	11%
CC(NC(=O)CSc1nnc(-c2cc3cc(Cl)ccc3o2)n1C)c1ccccc1 (stereo not drawn)	10	153	8	69	61	-10	153	nt	nt
c1ccc(-c2oc3ncnc(NCCCn4ccnc4)c3c2-c2ccccc2)cc1	-14	112	17	29	12	14	112	7%	-75%
CCN(CC)P(=O)(/C(Cl)=C\Nc1c(C)n(C)n(-c2ccccc2)c1=O)N(CC)CC	4	150	-7	90	97	-4	150	-3%	22%
COCCCNC(=O)CCCC(=O)NCCCOC	8	138	4	98	94	-8	138	-1%	-30%
CCC(=O)Nc1ccc2c(c1)OCCO2	3	175	-11	104	115	-3	175	9%	-6%
O=C1CN(c2ccccc2F)C(=O)CN1c1ccccc1F	-22	114	-5	99	104	22	114	-11%	13%
CC(Oc1ccccc1)c1ccnn1S(C)(=O)=O (stereo not drawn)	4	159	6	110	103	-5	159	-2%	11%
CCN1CCN(Cc2coc3ccc(C)cc3c2=O)CC1	9	50	0	84	84	-9	50	-1%	-32%
O=C1CCCN1c1ccc(S(=O)(=O)NCCc2ccc(Cl)cc2)cc1	-1	170	13	99	85	1	170	-11%	33%
O=C(CCN1CCc2ccccc2C1)c1ccc2c(c1)OCCO2	7	135	-1	1	1	-7	135	5%	-2%
COC(=O)[C@H](Cc1ccccc1)NC(=O)NCCc1ccc(S(N)(=O)=O)cc1	-20	128	-5	97	103	20	128	-9%	20%
O=S(=O)(c1cccc2nsnc12)N1CCc2ccccc2C1	4	157	18	103	85	-4	157	-2%	nt
Cc1cc(C)cc(NS(=O)(=O)c2ccc(Oc3ncc(C(F)(F)F)cc3Cl)cc2)c1	5	120	nt	nt	nt	-5	120	2%	-24%
Cc1onc(-c2c(F)cccc2Cl)c1C(=O)OCC(=O)NC(c1ccccc1)c1ccccc1	1	201	nt	nt	nt	-1	201	2%	9%
C=CCN1C(=O)C(O)(CC(=O)c2ccc(OC)cc2OC)c2cc(Br)ccc21 (stereo not drawn)	0	125	-29	51	80	0	125	1%	-20%
Cc1ccccc1NC(=O)c1sc(Cl)nc1-c1ccccc1	9	174	nt	nt	nt	-9	174	-5%	-2%
O=C1N(c2ccccc2)C2CS(=O)(=O)CC2N1c1ccc(Br)cc1 (stereo not drawn)	-12	156	2	98	96	12	156	0%	18%
Cc1cccc(S(=O)(=O)C(C#N)c2nc3ccccc3nc2N2CCCC2)c1 (stereo not drawn)	nt	nt	3	86	82	nt	nt	52%	-4%
O=C(NC1CCCCCC1)C1c2ccccc2C(=O)N1Cc1cccnc1 (stereo not drawn)	3	110	7	84	77	-3	110	-6%	-46%
COc1ccc(C(=O)Nc2ccccc2C(=O)NC(C(=O)NCc2ccco2)C(C)C)cc1 (stereo not drawn)	-6	99	0	1	1	6	99	2%	-9%
COC(=O)c1[nH]c2ccccc2c1NC(=O)CCN1CCN(C2CCCCC2)CC1	-3	185	17	91	74	3	185	-5%	-38%
O=C(O)C1CC(=O)N(Cc2cccnc2)C1 (stereo not drawn)	0	169	3	92	89	0	169	-1%	0%
Cc1ccccc1-c1nc(CN2CCC(C(=O)NC3CCN(Cc4ccccc4)CC3)CC2)c(C)o1	-16	59	-14	22	37	16	59	nt	nt
CCCOc1ccc(OC(=O)c2ccc(Br)o2)cc1	11	107	-37	48	85	-11	107	-2%	8%
Cc1ccc(N2C(=O)[C@@H]3[C@H](C2=O)C2c4ccccc4C=CN2[C@@H]3C(=O)c2ccco2)c(C)c1 (stereo partly drawn)	-19	128	nt	nt	nt	19	128	-2%	-20%
Continued.
SMILES	IL1B NFkB inh	IL1B NFkB inh cell count 2 µM	MRP resist rev	MRP resist rev cytotoxicity	MRP resist rev with doxorubicin	NFkB transloc pot	NFkB transloc pot cell count 2 µM	Bcl-B displacement	PLAP inhibitors HTS
CC1(C)CC(=O)C2=C(C1)NC(=O)CC2C(=O)NCc1ccc(F)cc1 (stereo not drawn)	10	130	-32	63	94	-10	130	0%	-8%
Cc1csc(=NC(=O)c2ccccc2)n1C	-34	124	6	90	84	34	124	nt	nt
CCC1Sc2ccccc2N(CC(=O)NCc2ccccc2OC)C1=O (stereo not drawn)	-4	194	11	96	85	5	194	12%	9%
O=C(O)c1ccccc1S(=O)(=O)NCC(O)COc1ccc(Br)cc1 (stereo not drawn)	-11	148	-5	97	102	11	148	-5%	-24%
COc1ccccc1/C=N/NC(=Nc1ccc(C)cc1)c1nc2ccccc2s1	2	133	5	44	39	-2	133	-1%	-3%
CC(=O)c1cccc(NC(=O)N2CCCC2C(=O)Nc2ccccc2C)c1 (stereo not drawn)	-19	108	6	96	89	19	108	2%	9%
CCOC(=O)c1cc2c(ccn2C)n1CC(=O)N1CCN(c2ccc(F)cc2)CC1	-5	116	-1	90	91	5	116	3%	-12%
S=C(NCc1ccco1)N1CCN(Cc2ccc(Cl)cc2Cl)CC1	-11	124	nt	nt	nt	11	124	-2%	-6%
COc1ccc(CCn2c(C)cc(C(=O)CSc3nnc(N)s3)c2C)cc1	1	126	5	86	82	-1	126	15%	nt
Cc1cc(Oc2ccccc2)nc2ccc(O)cc12	nt	nt	nt	nt	nt	nt	nt	-2%	-10%
Cn1c(N2CCN(C(=O)C34CC5CC(CC(C5)C3)C4)CC2)nc2ccccc21	nt	nt	-6	95	101	nt	nt	-5%	6%
Cc1ccccc1NS(=O)(=O)c1cc(C(=O)Nc2ccccc2-c2ccccc2)ccc1Cl	-6	119	nt	nt	nt	6	119	0%	-34%
CCOC(=O)c1cnn(-c2c(Cc3ccccc3)c(C)nc3c(-c4ccccc4)c(C)nn23)c1N	-3	91	16	88	72	3	91	6%	9%
S=c1sc2c(N3CCOCC3)ncnc2n1-c1ccccc1	nt	nt	4	74	70	nt	nt	3%	-8%
Cc1cccc(OC(=O)c2cn(C)nc2C(F)(F)F)c1C	nt	nt	10	108	98	nt	nt	7%	-2%
COc1ccc(CC(=O)Nc2nnc(C)s2)cc1	-8	55	-6	88	94	8	55	-8%	-13%
CCN(/N=C/c1cccs1)c1cc(=O)n(C)c(=O)[nH]1	-11	126	6	96	90	11	126	nt	nt
C=CCOC(=O)C1=C(C)NC(=O)NC1c1cn(-c2ccccc2)nc1-c1cccs1 (stereo not drawn)	-17	144	2	85	83	17	144	-24%	-34%
COC(=O)C(NC(=O)C(CC(C)C)NC(=O)C1CCC(C)CC1)C(C)C (stereo not drawn)	9	185	-3	103	106	-9	185	-4%	6%
